Assay outcomes as filed in PubChem BioAssay.
LAP4-GFP MLPCN: yeast TOR pathway LAP4-GFP modulation; S. cerevisiae LAP4-GFP multiplex, flow cytometry GFP, 3 h; median GFP as percent of DMSO wells; GFP response vs DMSO, % at 10 µM; actives 0.34% (n = 320,000); AID 2023;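 active = GFP response vs DMSO above a set limit, about the screen mean plus 3 SD, cut at about 150% in these data; inconclusive = under 70 cell events counted for the yeast strain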
GASC-1 inh: human JMJD2C demethylase inhibition; Q9H3R0; GST-JMJD2C(1-420) H3K9me3 demethylation, DELFIA europium; inhibition, % at 2.35 µM; actives 0.069% (n = 330,000);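 active = more than half of a compound's replicate wells show inhibition beyond 50%, single wells judged on their own value; inconclusive = some, but no more than half, of replicates pass 50% inhibition; inactive = no replicate passes 50% inhibition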;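 note: signal counts dimethyl H3K9 product captured on neutravidin plate; 0% = median of DMSO wells and 100% = 0.3 times that DMSO median; strong numbers were not always called active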
Target sequence (Q9H3R0 1-420 limits assumed): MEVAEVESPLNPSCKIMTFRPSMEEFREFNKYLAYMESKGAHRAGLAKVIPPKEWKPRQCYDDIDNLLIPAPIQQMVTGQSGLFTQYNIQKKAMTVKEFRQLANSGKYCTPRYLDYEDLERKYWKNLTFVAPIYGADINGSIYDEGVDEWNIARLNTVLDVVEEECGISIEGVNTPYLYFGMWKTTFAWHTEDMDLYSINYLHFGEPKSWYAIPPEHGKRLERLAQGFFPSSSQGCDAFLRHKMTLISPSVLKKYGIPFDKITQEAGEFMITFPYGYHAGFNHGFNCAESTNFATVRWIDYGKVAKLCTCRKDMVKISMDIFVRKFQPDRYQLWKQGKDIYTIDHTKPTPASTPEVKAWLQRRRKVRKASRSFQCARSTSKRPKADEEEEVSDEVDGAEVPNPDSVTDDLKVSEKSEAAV
RPL19A TOR yeast: yeast TOR pathway RPL19A-GFP modulation | percent response vs DMSO, % at 10 µM | S. cerevisiae RPL19A-GFP strain, flow cytometry, 3 h; stronger effect = lower value | actives 0.3% (n = 330,000) | AID 2025;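 active = percent response vs DMSO below 50%; inconclusive = fewer than 70 events counted for the yeast strain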;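 note: median channel GFP fluorescence of the barcoded RPL19A-GFP strain; ratio of sample median GFP to plate DMSO average so 100% = DMSO; lower means less RPL19A-GFP as with rapamycin TOR inhibition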
Yeast superoxide: caloric restriction mimetics inhibiting age-related superoxide in yeast; S. cerevisiae aged cells, superoxide DHE fluorescence; stronger effect = lower value; superoxide response (% of plate mean), % at 10 µM; actives 0.18% (n = 330,000); AID 2690;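 active = superoxide response under a set limit, about three screen SD below normal, cut at about 65% in these data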;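 note: yeast aged for seven days with compound at 30 °C before DHE staining; 100% = average MFI of all compound-treated wells on the plate with controls excluded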
proCasp3 act: procaspase-3 (human) activation; recombinant procaspase-3 D3A, Ac-DEVD-pNA absorbance 405 nm; activation, % at 8.5 µM; actives 0.11% (n = 330,000); AID 463141;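 active = activation above the mean of all tested compounds plus 3 SD, cut at about 21% in these data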;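 note: 0% = DMSO alone and 100% = DMSO wells spiked with extra 5 µM PC-3 D3A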
Target sequence (P42574 whole entry D9A/D28A/D175A): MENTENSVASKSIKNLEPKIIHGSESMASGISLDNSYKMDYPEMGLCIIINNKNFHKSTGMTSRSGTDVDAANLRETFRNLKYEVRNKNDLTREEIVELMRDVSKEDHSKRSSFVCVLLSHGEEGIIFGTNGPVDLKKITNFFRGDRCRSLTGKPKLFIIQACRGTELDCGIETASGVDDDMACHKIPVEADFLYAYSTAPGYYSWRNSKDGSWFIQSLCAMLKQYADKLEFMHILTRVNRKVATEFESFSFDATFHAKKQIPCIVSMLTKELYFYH
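Technique: 405 nm absorbance of p-nitroaniline, reads at 0 and 120 min; Test system: Procaspase-3 D3A mutant; Incubation: 1 h enzyme-compound preincubation, then 2 h substrate reaction, 25 °C; Repeats: singlicate, each compound tested once; Benchmarks: low control DMSO wells, high control DMSO plus 5 µM PC-3 D3A.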
proCasp7 act: counter-screen for procaspase-3 activators: activators of human procaspase-7; activation, % at 8.5 µM; P55210; actives 0.093% (n = 330,000); recombinant procaspase-7, Ac-DEVD-pNA absorbance 405 nm; D23A/D198A/D206A triple mutant, cannot self-cleave; scale: DMSO 0, 5 µM enzyme 100; AID 463210;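 active = percent activation above the screen-wide mean plus 3 SD, cut at about 25% in these data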
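signal = Epi-absorbance of released pNA at 405 nm, two timepoints | assay system = Uncleavable procaspase-7 mutant enzyme | reagent = Ac-DEVD-pNA substrate, 400 µM as added | times = 1 h enzyme–compound preincubation and 2 h substrate reaction, both 25 °C | benchmarks = low DMSO alone, high DMSO plus 5 µM PC-7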
AHR act: activates the human aryl hydrocarbon receptor; P35869; AID 2796; actives 2.5% (n = 320,000); activation, % at 5 µM; AHR-responsive luciferase reporter cells, luminescence; in the data active = activation above about 47%;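 note: 0% = vehicle wells and 100% = reference agonist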
MEP2-GFP yeast: yeast TOR pathway MEP2-GFP modulation; S. cerevisiae MEP2-GFP strain, flow cytometry GFP, 3 h; 100% = DMSO control level; GFP response vs DMSO, % at 10 µM; actives 0.51% (n = 330,000); AID 2016;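 active = GFP response versus DMSO above a set limit, roughly screen mean plus 3 SD, cut at about 180% in these data; inconclusive = fewer than 70 cells counted for a yeast strain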;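 note: median GFP fluorescence of the barcode-gated MEP2-GFP cells per well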
Numbers without * were called inactive; u = inconclusive; x = not tested or not shown; & = joins results of further samples.

Molecule,LAP4-GFP MLPCN,GASC-1 inh,RPL19A TOR yeast,Yeast superoxide,proCasp3 act,proCasp7 act,AHR act,MEP2-GFP yeast
c1coc(-c2nnc3sc(-c4cccs4)nn23)c1,104,x,101,109,-8,-5,55*,105
O=C(Nc1ccccc1)N(C1=NCCC1)c1ccccc1,x,-6,96,104,8,5,-1,96
COc1c(Br)cc(/C=N/n2c(-c3ccccc3)n[nH]c2=S)c(O)c1Br,99,-21,110,95,-4,-17,7,108
COc1ccc(CNc2ncnc3cc(OC)c(OC)cc23)cc1OC,115,-6,92,102,4,7,4,108
COc1ccc(CNCC(=O)Nc2sccc2C#N)cc1,106,45,100,100,6,-15,9,115
Cc1ccc(C(=O)CC(=O)c2ccc(C(C)(C)C)cc2)cc1,86,-3,106,95,1,4,4,99
CCOCCCNC(=O)C1CCN(S(=O)(=O)N2CCCC2)CC1,98,-1,103,106,1,5,1,105
O=C(CCCn1cncn1)N1CCCC(N2CCN(c3ccc(F)cc3)CC2)C1 (stereo unspecified),103,2,95,96,8,1,1,97
CCOC(=O)N1CCN(C(=O)C(CC(C)C)NC(=O)C2CCCCC2)CC1 (stereo unspecified),94,u,98,90,-3,2,3,97
CCC(C)(C)NC(=O)CN(C(=O)CNS(=O)(=O)c1ccc(C)cc1)c1ccc2c(c1)OCCO2,95,7&1,99,88,-7,-14,7,98
O=S(=O)(Nc1cc(C(F)(F)F)ccc1N1CCOCC1)c1ccccc1,x,11,102,106,-4,6,-1,105
OCCOCCN1CCN(C(=S)Nc2ccccc2)CC1,94,4,93,105,-8,-16,4,93
COc1cccc(NC(=O)CN(C)C(=O)c2ccc3ccccc3c2)c1,100,0,103,108,-3,12,0,115
COc1cc2c(cc1NCc1ccc3c(c1)OCO3)oc1ccccc12,98,-13,100,99,1,1,16,98
CCC/C(=N\NC(=O)c1ccc(CSc2nncn2C)cc1)c1ccccc1,86,1,104,92,6,1,9,101
CC(NCC(=O)Nc1ccccc1C(=O)NC1CC1)c1ccc(F)cc1F (stereo unspecified),101,1,99,90,4,8,4,99
CCOc1ccccc1Nc1nc(-c2sc(NC(=O)c3ccc([N+](=O)[O-])cc3)nc2C)cs1,134,7,96,100,-3,-9,30,102
Cc1cccc(C(=O)Nc2c3c(nn2C(C)(C)C)CS(=O)(=O)C3)c1,106,-2,102,106,5,2,2,100
CSc1ccc(S(=O)(=O)NCC(=O)OCC(=O)NCCc2ccccc2)cc1[N+](=O)[O-],104,-9,101,106,-5,1,10,97
COc1ccc(C2(CNC(=O)c3ccc(N)cc3)CCCC2)cc1,93,26,100,117,5,13,1,101
CCN(Cc1ccccc1)CC(O)COC(c1ccc(OC)cc1)c1ccc(OC)cc1 (stereo unspecified),96,2,105,92,6,4,0,104
C/C(CC(=O)Nc1ccc(N(C)C)cc1)=N\NC(=O)c1ccc(F)cc1,100,-3,98,102,-5,-9,6,94
COc1ccc(S(=O)(=O)N(CC(=O)N/N=C/c2ccc(C(=O)O)cc2)Cc2ccccc2)cc1OC,108,3,101,96,6,-8,0,106
COc1ccc(-c2cc(=O)oc3cc(OC(=O)C4CCCCC4)c(Cl)cc23)cc1,99,0,106,108,0,-2,-4,98
COc1ccc(NS(=O)(=O)c2cccc(-c3nnc4n3CCCCC4)c2)cc1,102,19,94,97,5,0,-2,98
COC(=O)c1ccc(NC(=O)c2ccc(NC(=O)c3ccco3)cc2)cc1,86,9,101,113,4,-3,-14,100
CCC(C)NS(=O)(=O)c1ccc(NS(=O)(=O)c2ccccc2[N+](=O)[O-])cc1 (stereo unspecified),98,0,106,112,9,4,-1,109
Cc1ccc(NC(=O)c2cnccn2)nc1,86,23,109,86,x,x,x,105
CN1CC(c2ccccc2)Oc2ccccc2C1=S (stereo unspecified),120,-2,106,93,-5,-3,0,103
CCOC(=O)C1CCCN(S(=O)(=O)NC[C@H]2O[C@@H](n3cnc4c(N)ncnc43)[C@H](O)[C@@H]2O)C1 (stereo partly specified),86,-3,89,90,2,5,6,92
CCC1CCCCN1C(=O)CCNS(=O)(=O)c1ccc2c(c1)oc(=O)n2C (stereo unspecified),95,10,102,99,2,-3,0,107
CCOC(=O)C1=C(c2ccccc2)N=C2SCC(=O)N2C1c1ccc2c(c1)OCO2 (stereo unspecified),97,1,94,92,-5,5,1,107
O=C(NCc1n[nH]c(=S)n1-c1ccc(F)cc1)c1ccc(S(=O)(=O)N2CCOCC2)cc1,91,1,103,124,-4,8,2,101
CC(=O)Oc1ccc(C(=O)Nc2ccc3c(c2)OCCO3)cc1,92,2,101,105,6,-1,19,110
Cc1cc(Oc2ccc(=O)n(C)n2)nc(SCc2ccccc2)n1,111,-2,99,105,-5,-6,4,95
COC(=O)C(CC(=O)c1ccc(Cl)cc1)c1ccc(C)cc1 (stereo unspecified),113,2,100,93,6,12,-2,104
COc1ccc2sc(N(CCCN(C)C)C(=O)c3ccc(C(=O)c4ccccc4)cc3)nc2c1,111,5,100,102,-3,4,-4,96
CCCc1cc(=O)oc2cc(OCC(=O)NCCc3ccc(S(N)(=O)=O)cc3)ccc12,100,7,111,101,9,6,5,115
O=C(CN1C(=O)S/C(=C\c2ccc(C(=O)O)cc2)C1=O)Nc1ccccc1,92,2,101,100,0,-1,-1,101
COC(=O)C1=C(C)N(c2ccccc2)/C(=C/c2ccco2)C1=O,98,6,94,96,-7,-5,-4,91
Cc1cccc(S(=O)(=O)N2CCn3cccc3C2C)c1 (stereo unspecified),99,2,99,86,7,-7,0,104
CCCCCCn1nc(C(=O)Nc2nc3c(s2)CCCC3)c2ccccc2c1=O,96,-2,101,97,-2,3,6,104
O=C1CCCN1C(=O)COc1ccccc1[N+](=O)[O-],105,5,109,85,-1,11,2,102
CCCCS(=O)(=O)N1CCCC(C(=O)Oc2ccc(Cl)cc2)C1 (stereo unspecified),89,44,109,100,1,1,2,101
CC(Oc1ccc(Cl)cc1Cl)C(=O)NCc1ccncc1 (stereo unspecified),110,0,103,85,-5,-3,3,101
CCn1c(=O)c(C(=O)Nc2ccc(C)cc2C)c(O)c2ccccc21,93,-3,105,106,3,9,3,103
O=C(Nc1cccc([N+](=O)[O-])c1)Nc1ccc2c(c1)CCC2,70,2,106,95,3,0,2,102
O=C(COc1ccc(Cl)cc1)N1CCN(C(=O)c2cccs2)CC1,97,-4,97,91,5,5,2,98
COc1ccc(S(=O)(=O)N2CCN(C(C)C(=O)Nc3ccc(C(C)C)cc3)CC2)cc1 (stereo unspecified),107,1,109,119,1,10,6,104
CSCC(O)Cn1[nH]c(=O)c2cc(Cl)c(Cl)cc2c1=O (stereo unspecified),98,-3,95,101,-5,-1,0,92
O=C(Nc1cccc(Cl)c1Cl)C1CC(=O)N(c2ccc(Br)cc2)C1 (stereo unspecified),101,-3,98,103,-4,4,-2,104
CCOC(=O)CSc1nc2ccccc2n2cnnc12,103,4,103,95,-1,0,5,107
COc1ccc(CN2CCc3cc(OC)c(OC)cc3C2)cc1O,103,23,106,78,10,-5,1,107
CN(CCNC(=O)CCCOc1cc(=O)n(C)c2ccccc12)Cc1ccccc1,98,-1,97,95,-10,-3,-1,101
COc1cc(C2NC(=O)NC(c3ccccc3)=C2C(C)=O)c(Cl)cc1OCC(=O)O (stereo unspecified),96,3,97,115,-12,11,-2,98
Cc1cc(C)c2nc(NNC(=O)c3ccc(S(=O)(=O)N4CCCCC4)cc3)sc2c1,98,6,90,102,-7,-30,31,91
Cc1ccc(SCC(=O)OCC(=O)NCCc2ccccc2)cc1C,99,x,101,110,-4,3,1,104
CCOC(=O)N1CCN(C(=O)CCSCCc2ccncc2)CC1,112,17,105,99,-2,12,-3,110
Cn1c(SCC(=O)N2c3ccccc3CCc3ccccc32)nnc1-c1cc2ccccc2cc1O,104,2,105,102,3,-4,0,100
O=C(CSc1ccc(-c2ccc(F)cc2)nn1)N1CCOCC1,102,-16,93,126,0,-3,2,99
O=C(CCCCCn1c(=S)[nH]c2ccc(N3CCOCC3)cc2c1=O)NC1CCN(Cc2ccccc2)CC1,97,30,96,99,-1,6,3,91
CC(C)NC[C@@H](O)c1ccc(O)c(O)c1,101,-22,100,100,-12,-18,-1,99
O=C(NCCOc1cccnc1)c1ccc(OC2CCN(Cc3ccccn3)CC2)cc1,99,-8,96,93,-2,5,3,87

Some entries already given, showing only proCasp3 act and MEP2-GFP yeast:
smiles | proCasp3 act | MEP2-GFP yeast
COc1ccc(NS(=O)(=O)c2cccc(-c3nnc4n3CCCCC4)c2)cc1 | 5 | 98
Cc1ccc(C(=O)CC(=O)c2ccc(C(C)(C)C)cc2)cc1 | 1 | 99
